Screening results from PubChem BioAssay.
GPR151 ag = activators of human GPR151, primary screen, cell-based, PathHunter beta-arrestin, luminescence; G-protein coupled receptor 151 (Homo sapiens), Q8TDV0; PathHunter beta-arrestin GPR151 cells; activation, % at 11.2 µM; 650,000 compounds, 1% hits; AID 1508602, 2020; in the data active = activation above about 4.9%;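 note: 0% = median of compound wells and 100% = cells with positive control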
Target sequence (Q8TDV0 whole entry, looked up): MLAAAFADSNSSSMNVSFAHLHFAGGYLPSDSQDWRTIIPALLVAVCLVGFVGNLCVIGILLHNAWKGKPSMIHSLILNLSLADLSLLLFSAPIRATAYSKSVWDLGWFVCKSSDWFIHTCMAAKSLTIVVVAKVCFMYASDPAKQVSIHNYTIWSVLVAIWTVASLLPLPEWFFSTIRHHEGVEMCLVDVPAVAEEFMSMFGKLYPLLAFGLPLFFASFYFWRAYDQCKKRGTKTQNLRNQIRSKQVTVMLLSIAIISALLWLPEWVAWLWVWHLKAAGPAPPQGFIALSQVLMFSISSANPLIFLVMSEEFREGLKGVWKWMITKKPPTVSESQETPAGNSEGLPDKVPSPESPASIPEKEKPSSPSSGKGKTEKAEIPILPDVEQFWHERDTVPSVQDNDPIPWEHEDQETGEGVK
TEAD-YAP block = TEAD-YAP interaction inhibition, primary screen, TEAD-YAP interaction inhibitor project, luminescence, HEK-TIYL cells; AID 1259422, 2018; 640,000 compounds, 1.4% hits; inhibition, % at 9.12 µM; TEAD-Gal4/YAP UAS-luciferase luminescence; in the data active = inhibition above about 32%;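 note: 0% = median of test compound wells and 100% = reference inhibitor wells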
MITF inh = MITF inhibitors, primary screen, biochemical, AlphaScreen, human; Microphthalmia-associated transcription factor (Homo sapiens), O75030; AlphaScreen MITF homodimerization, bead proximity signal; inhibition, % at 2.6 µM; 650,000 compounds, 0.91% hits; AID 1259374, 2018; in the data active = inhibition above about 50%;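 note: 0% = vehicle wells with protein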
FBW7 activator = FBW7 E3 ligase activators, primary screen, biochemical, AlphaScreen, human | AlphaScreen FBW7–phospho-cyclin E peptide binding, activator screen | normalized activity (activation), % at 26.1 µM | 650,000 compounds, 0.13% hits | F-box/WD repeat-containing protein 7 (Homo sapiens), Q969H0 | AID 1259310, 2017; in the data active = normalized activity above about 1.9%;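 note: purified mutant Fbw7 with reduced substrate affinity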
Target sequence (Q969H0 whole entry, looked up): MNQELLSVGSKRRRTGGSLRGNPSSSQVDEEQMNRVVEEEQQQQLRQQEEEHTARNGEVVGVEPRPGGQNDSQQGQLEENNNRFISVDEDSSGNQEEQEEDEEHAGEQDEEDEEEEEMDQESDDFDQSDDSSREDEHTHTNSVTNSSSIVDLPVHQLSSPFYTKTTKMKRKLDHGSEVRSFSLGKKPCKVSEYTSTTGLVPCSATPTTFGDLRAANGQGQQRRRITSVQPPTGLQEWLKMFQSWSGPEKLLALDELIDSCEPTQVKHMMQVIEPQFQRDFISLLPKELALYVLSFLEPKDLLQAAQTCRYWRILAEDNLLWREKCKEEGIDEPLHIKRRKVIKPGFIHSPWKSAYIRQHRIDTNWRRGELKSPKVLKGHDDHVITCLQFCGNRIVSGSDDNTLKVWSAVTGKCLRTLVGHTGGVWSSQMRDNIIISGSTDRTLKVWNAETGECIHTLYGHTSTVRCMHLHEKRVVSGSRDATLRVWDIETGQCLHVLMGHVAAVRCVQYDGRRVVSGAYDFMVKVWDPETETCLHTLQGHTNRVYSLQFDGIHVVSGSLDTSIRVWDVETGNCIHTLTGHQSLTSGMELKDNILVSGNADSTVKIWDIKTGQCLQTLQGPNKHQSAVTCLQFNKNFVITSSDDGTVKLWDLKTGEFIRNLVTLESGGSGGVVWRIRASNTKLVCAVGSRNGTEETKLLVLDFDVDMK
* marks the source's active call; other numbers are inactive results; & = joins results of further samples.

SMILES	GPR151 ag	TEAD-YAP block	MITF inh	FBW7 activator
Cc1cc(OCc2nc(SCC(=O)NC(C)(C)C)n[nH]2)ccc1Cl	-1.1	0	-3	0.2
C=CCNC(=O)CC(NS(=O)(=O)c1ccc(F)cc1)c1ccc(OC)cc1 (configuration not stated)	-1.2	17	-8	-0.1
CCOC(=O)CN(C(=O)COc1ccc(Cl)cc1Cl)S(=O)(=O)c1ccc(C)cc1	2.0	4	10	-0.1
CC1(C)SC(=S)N(c2ccccc2)C1N(O)C(=O)NC1CCCCC1 (configuration not stated)	1.3	2	0	-0.1
CCOc1ccc(Nc2nc(Nc3ccc(OCC)cc3)nc(Sc3nc4ccc(OCC)cc4s3)n2)cc1	-2.2	12	19	0.3
CCCS(=O)(=O)N1CCc2ccc(NC(=O)COc3ccc(C)cc3)cc2C1	1.2	7	-7	-0.1
CCCCN(c1ccccc1)c1ncnc(N)c1[N+](=O)[O-]	-1.6	28	-7	0.0
Cc1nc(SCC(=O)C2CC2)c(C#N)c(C)c1C	1.3	-52	1	0.4
O=c1[nH]c2cc3ccccc3c(=O)n2c2sc(-c3ccccc3)cc12	0.4	5	13	0.0
O=C(Nc1ccc(Cc2ccncc2)cc1)c1ccc2c(c1)OCCO2	1.8	7	8	0.1
COc1ccc(C2CC(=O)C3=C(C2)NC(C)=C(C(=O)OC(C)C)C3c2cccc(C)c2)cc1OC (configuration not stated)	-1.2	52*	4	0.2
O=[N+]([O-])c1ccc(N2CCN(S(=O)(=O)c3ccc(Cl)cc3)CC2)cc1NCc1ccc(Cl)cc1	-1.6	-9	11	1.1
COc1cccc(NC(=O)c2noc3c2COc2ccccc2-3)c1	-1.2	-20	-5	-0.1
Cc1cc(C)cc(NC(=O)CN2C(=O)CSC(C)C2=O)c1 (configuration not stated)	4.1	3	-5	0.1
CN(Cc1ccccc1)C(=O)CC1(c2ccccc2Cl)CC(=O)N(C)C1=O (configuration not stated)	-0.5	-53	16	0.9
CN(CC1CCCO1)S(=O)(=O)c1ccc(C(=O)Nc2sc3c(c2C#N)CCC3)cc1 (configuration not stated)	0.9	-13	-5	-0.3
CCC(=O)c1ccc(OCC(O)CN(CC)Cc2ccccc2)cc1 (configuration not stated)	0.3	-2	6	-0.2
COc1ccc(Cl)cc1C(=O)Nc1nnc(SC(C)C)s1	-3.0	-20	2	-0.1
Cc1cc(CNC2CCN(c3ccc(NC(=O)Cc4cccc(F)c4)cc3)CC2)nn1C	-0.9	-9	14	-0.4
CCc1ccc(-c2cc(C(=O)Nc3ccc(I)cc3)c3ccccc3n2)cc1	1.3	-2	3	-0.1

3 compounds picked at random from those above, as already listed:
SMILES	GPR151 ag	TEAD-YAP block	MITF inh	FBW7 activator
COc1ccc(Cl)cc1C(=O)Nc1nnc(SC(C)C)s1	-3.0	-20	2	-0.1
COc1ccc(C2CC(=O)C3=C(C2)NC(C)=C(C(=O)OC(C)C)C3c2cccc(C)c2)cc1OC (configuration not stated)	-1.2	52*	4	0.2
CN(Cc1ccccc1)C(=O)CC1(c2ccccc2Cl)CC(=O)N(C)C1=O (configuration not stated)	-0.5	-53	16	0.9

Later entries.
SMILES	GPR151 ag	TEAD-YAP block	MITF inh	FBW7 activator
CC(C)(C)c1ccc(CSc2ncccc2C(=O)NCC2CCCO2)cc1 (configuration not stated)	-0.7	-3	0	-0.1
Oc1ccccc1/C=N/Nc1nc(-c2ccccc2)cs1	-1.0	-34	3	-0.4
O=c1/c(=C/c2ccco2)sc2n1CN(c1ccc3c(c1)OCO3)CN=2	0.1	1	5	-0.1
Cc1ccc(Cc2c(C)nc3c(C(=O)NCCC(C)C)c[nH]n3c2=O)cc1	-1.5	0	-12	-0.1
O=C(NC1(C(F)(F)F)NC(=O)N(c2ccc(OC(F)(F)F)cc2)C1=O)c1ccncc1 (configuration not stated)	-0.6	-5	-10	0.1
COc1cccc(CNC(=O)Nc2ccc(-c3cn[nH]c3)cc2OCCN(Cc2ccccc2)Cc2ccccc2)c1	0.0	-9	3	0.3
CCOc1ccc(NC(=O)C(=O)NCCCN)cc1	-1.4	76*	-4	-0.1
CCN1CCN(CC(=O)Nc2ccccc2)CC1	0.5	2	59*	0.0
OC[C@H]1O[C@@H](Oc2ccc(O)cc2)[C@H](O)[C@@H](O)[C@@H]1O	-0.7&2.2	0	-6&-8	0.2&-0.1
O=C(N/C(=C\c1cccc(Cl)c1Cl)C(=O)N1CC2CC(C1)c1cccc(=O)n1C2)c1ccccc1 (configuration not stated)	0.8	-8	3	-0.1
COc1ccc(/C(=C/c2ccccc2)C(=O)O)cc1OC	0.0	-16	8	-0.1
CC(=O)c1cccc(NC(=O)CSCc2ccccc2Br)c1	-1.9	-15	-5	0.0
COc1ccccc1CCC(=O)Nc1cnn(CC(=O)N(C)CCn2nc(C)cc2C)c1	0.4	1	12	0.3
COc1ccc(-n2c(=O)cc(N3CCN(C)CC3)[nH]c2=O)cc1	0.2	-41	-4	-0.5
COc1ccc(S(=O)(=O)NC2(C(F)(F)F)N=C(c3ccccc3)NC2=O)cc1 (configuration not stated)	-1.5	-8	-6	-0.1
Cc1cc(C)c2nc3s/c(=C/c4ccc(N(C)C)cc4)c(=O)n3c2c1	-1.7	9	5	0.1
C=Cn1cccc1-c1cccs1	0.1	5	-9	-0.2
CC(=O)OC1(C#N)C(C)CN(C)CC1C (configuration not stated)	-0.2	-2	1	-0.5
O=c1c2c3c(sc2ncn1-c1ccccc1)CCCC3	0.1	-15	8	0.0
COc1ccccc1C(=O)NCCn1c(C)cc2ccccc21	0.8	3	-1	0.1
Cn1c(=O)cc(SCC(=O)NCCCN2CCCC2)c2ccc(Cl)cc21	0.2	-7	10	0.0
COc1ccc(/C=C2\N=C(c3cc(Cl)ccc3Cl)OC2=O)c(OC)c1OC	0.3	-5	-4	-0.2
O=C(Nc1ccc([N+](=O)[O-])cc1)[C@H]1C[C@H]1C(=O)O	0.1	-7	-4	-0.1
COC(=O)c1ccc(C)c(NC(=O)c2ccccc2SC)c1	0.7	-2	-2	-0.1
CC1CCc2c(sc(NC(=O)C(C)C)c2C(N)=O)C1 (configuration not stated)	0.5	-15	-19	-0.5
CCOC(=O)/C=c1\s/c(=C\c2ccc(C(=O)OC)cc2)c(=O)n1CC(N)=O	-1.1	-3	-5	0.0
COCCCNC(=O)c1cnn2c(C)c(Cc3ccc(C)cc3)c(C)nc12	-0.2	40*	8	0.0
O=C1c2cccc([N+](=O)[O-])c2C(=O)N1C1CCCCCCCCCCC1	-0.1	3	-3	-0.2
CC(=O)c1ccc(NC(=O)/C=C/c2ccco2)cc1	-2.8	-23	8	0.0
CCC(C)NC(=O)C1CCC(CNS(=O)(=O)c2ccc(OC)cc2)CC1 (configuration not stated)	1.4	-3	-4	0.1
O=C(Nc1ccc(Cl)c(Cl)c1)C1CC(=O)N(c2ccc(F)cc2)C1 (configuration not stated)	-1.0	4	3	0.1
CCOc1ncccc1C(=O)OCC(=O)c1ccccc1	-2.5	5	1	0.0
Cc1cccc(C)c1NC(=O)C1(N(C=O)CCc2c(C)[nH]c3ccccc23)CCCCC1	-0.7	-16	-6	0.0
O=C(Nc1ccc2cnccc2c1)C1COc2ccccc2O1 (configuration not stated)	-1.0	-24	21	0.0
N#CCC(=O)N/N=C/c1ccccc1F	0.7	3	11	0.0
CC(C)[C@H](NC(=O)c1ccccc1Cl)C(=O)OCC(=O)NC(=O)NCc1ccco1	-1.9	-3	-7	-0.1
Brc1ccc2ncnc(NCCc3ccccc3)c2c1	0.5	64*	9	0.3
O=C(Nc1ccc(OC(F)(F)F)cc1)c1cnn2cc(Br)cnc12	0.9	6	1	-0.1
CC1CCc2sc3ncnc(NCCCN4CCOCC4)c3c2C1 (configuration not stated)	-0.9	-4	-7	-0.1
C=CCOc1ccc(C2/C(=C(/O)c3ccc(OCCC)cc3C)C(=O)C(=O)N2CCN2CCOCC2)cc1 (configuration not stated)	0.2	6	-6	0.1

Look-ups from the entries so far:
Value for Cc1cccc(C)c1NC(=O)C1(N(C=O)CCc2c(C)[nH]c3ccccc23)CCCCC1 in GPR151 ag: -0.7
Value for CC1CCc2sc3ncnc(NCCCN4CCOCC4)c3c2C1 (configuration not stated) in GPR151 ag: -0.9

Following part:
SMILES	GPR151 ag	TEAD-YAP block	MITF inh	FBW7 activator
CC(C)N(C(=O)COc1cccc2ccccc12)C(C)C	0.7	-13	-11	0.1
Nc1nnc(-c2ccc(Cn3c(-c4cncs4)nc4ccccc43)cc2)s1	0.0	-2	3	0.1
Cc1ccc(N2C(=O)C3ON(c4ccccc4C)C(c4cccs4)C3C2=O)cc1 (configuration not stated)	-0.5	-4	9	0.1
CC1Cc2ccccc2N1C(=O)C1CCN(c2ccc(-n3cccn3)nn2)CC1 (configuration not stated)	-6.2	-40	4	-0.8
COc1ccc(Nc2ncc(C(=O)Nc3cc([N+](=O)[O-])ccc3OC)c3ccccc23)cc1	-0.6	-7	-3	0.0
O=C(Cn1cnc2scc(-c3ccccc3)c2c1=O)c1ccc(Cl)cc1	-0.5	15	5	0.3
O=C(CN1CCN(c2nc3ccc([N+](=O)[O-])cc3s2)CC1)c1ccc(F)cc1	0.9	-5	1	0.0
CC(C)C(OC(=O)/C=C/c1ccccc1[N+](=O)[O-])C(=O)NC(N)=O (configuration not stated)	0.3	2	2	-0.2
O=C(Nn1c(-c2ccccc2F)nc2ccccc2c1=O)c1ccc(-c2cc(-c3ccccc3)nc3ccccc23)cc1	-1.4	6	0	0.0
O=C(OCc1ccccc1)c1ccc([N+](=O)[O-])o1	0.0	9	6	0.0
Cc1ccc(/C=C2N=C(/C=C/c3ccc(Cl)cc3Cl)OC\2=O)cc1	-0.3	-8	-16	0.1
Cc1nn(-c2ccc(N3CCOCC3)nn2)c(C)c1CCC(=O)O	-1.9	3	0	0.1
CCOC(=O)N1CCC(N(CCCOC)C(=S)Nc2ccc(C)cc2)CC1	1.3	-8	-5	-0.1
CCOC(=O)c1ccc(S(=O)(=O)Nc2cc(C(=O)OCC)cc(C(=O)OCC)c2)cc1	4.2	2	3	0.0
CC(C)(CO)NC(=O)NC1CC(=O)N(c2ccc(F)cc2)C1 (configuration not stated)	1.8	0	-2	-0.2
COc1ccc(CNC(=O)CSc2nnc(-c3cccnc3)n2-c2ccccc2C)cc1	-0.1	5	3	-0.1
Cc1cc(-c2ccccc2)nc(SCC(=O)NCc2ccco2)n1	-0.3	-6	6	-0.1
Brc1ccc2c(c1)OCCOCCOCCOCCO2	0.8	8	3	0.0
O=C(Cc1ccccc1)N1CCN(c2ccc(C(F)(F)F)cc2[N+](=O)[O-])CC1	0.2	7	16	0.0
Cc1ccc(NC(=O)c2cc(NC(=O)c3ccco3)ccc2N2CCOCC2)cc1Cl	0.1	-11	8	0.2
O=C1CCC([N+](=O)[O-])C(c2ccccc2C(F)(F)F)N1 (configuration not stated)	0.5	8	6	0.0
O=C(N/N=C/c1cccc(F)c1)c1ccccn1	-3.9	-32	45	-0.1
O=C(OCCOc1ccccc1F)c1cccc(S(=O)(=O)N2CCOCC2)c1	0.4	2	1	0.0
O=C(CC12CC3CC(CC(C3)C1)C2)Nc1c(O)c2ccccc2oc1=O	-0.3	12	10	0.1
COc1cccc(-c2nn3c(C4COc5ccccc5O4)nnc3s2)c1 (configuration not stated)	2.1	61*	5	0.1
CCC(=O)Nc1nncs1	-0.8	15	6	0.1
CCc1nnc(-c2ccc(NC(=O)C(C)(C)C)cc2)o1	1.0	-12	9	0.1
O=C(Cn1cnc2ccccc2c1=O)NCCC(=O)Nc1ccc(C(F)(F)F)cc1	0.0	-8	-1	0.8
Nn1c(COc2ccccc2)nnc1SCC(=O)Nc1ccc(Cl)c(Cl)c1	-1.8	2	9	-0.2
C#CC(=O)N(c1ccc(-n2cnnn2)c(C)c1)C(C(=O)NC1CCCC1)c1ccccc1 (configuration not stated)	0.2	-15	16	0.9

Some of the entries so far, as a markdown table.
| molecule | GPR151 ag | TEAD-YAP block | MITF inh | FBW7 activator |
| --- | --- | --- | --- | --- |
| COc1ccc(/C=C2\N=C(c3cc(Cl)ccc3Cl)OC2=O)c(OC)c1OC | 0.3 | -5 | -4 | -0.2 |
| O=C(Nc1ccc([N+](=O)[O-])cc1)[C@H]1C[C@H]1C(=O)O | 0.1 | -7 | -4 | -0.1 |

(continued)
SMILES	GPR151 ag	TEAD-YAP block	MITF inh	FBW7 activator
COc1ccc(Cl)c2sc(N3CCN(C(=O)c4cc(C)no4)CC3)nc12	4.3	9	1	-0.2
CNC(=O)CSc1nnc2c(C)cc3ccccc3n12	-1.2	21	-3	0.0
COc1ncccc1C(=O)N1CCCC(C(=O)Nc2cccc(-c3ccc(F)cc3)c2)C1 (configuration not stated)	1.6	10	5	-0.1
COc1cc(Nc2nc(C(=O)NCCN3CCOCC3)cs2)cc(OC)c1OC	0.8	-16	4	-0.1
O=C(NCc1ccco1)c1cccc(NS(=O)(=O)c2ccc(Cl)cc2)c1	0.5	-1	5	0.4
NC(=O)c1cc2ccccc2o/c1=N/NC(=S)Nc1ccccc1	-0.5	-28	7	-0.1
CCc1cccc(NC(=O)c2ccc(Br)o2)c1	-1.5	-16	19	0.8
CCC(CC)C(=O)Nc1nnc(SC(C)C)s1	2.6	-3	10	0.0
CCN1C(=O)C(CC(=O)Nc2ccc(F)cc2)N(NC(=O)c2ccc(Cl)cc2)C1=S (configuration not stated)	-1.2	16	-3	0.0
NC(=O)c1n[nH]n2c1nc(=O)c1ccccc12	-0.8	-2	9	0.0
